From PubChem
CHRM4 PAM: potentiates acetylcholine response at human M4 receptor; 360,000 compounds, 0.4% hits; AID 624126; CHO-K1 hM4/Gqi5, Fluo-8 calcium fluorescence, ACh EC20; 0% = ACh EC20, 100% = maximal ACh; activation, % at 3 µM; P08173;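 active = activation above its plate's cutoff, the mean activation of sample wells plus 3 SD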; also: some results filed as inactive read as strong as hits
Target sequence (P08173 whole entry, looked up): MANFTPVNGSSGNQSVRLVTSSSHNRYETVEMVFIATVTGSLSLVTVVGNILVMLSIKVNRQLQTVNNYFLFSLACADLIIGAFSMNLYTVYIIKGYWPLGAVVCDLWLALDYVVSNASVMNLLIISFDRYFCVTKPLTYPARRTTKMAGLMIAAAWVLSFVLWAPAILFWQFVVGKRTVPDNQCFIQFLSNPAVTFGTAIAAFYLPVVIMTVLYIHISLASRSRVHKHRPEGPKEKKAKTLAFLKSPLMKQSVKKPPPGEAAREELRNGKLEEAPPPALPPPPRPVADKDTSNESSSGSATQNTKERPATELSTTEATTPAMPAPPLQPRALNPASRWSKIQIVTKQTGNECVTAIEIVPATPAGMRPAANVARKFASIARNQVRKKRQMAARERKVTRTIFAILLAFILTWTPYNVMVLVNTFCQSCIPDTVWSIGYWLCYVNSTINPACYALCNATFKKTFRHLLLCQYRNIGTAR
M1 PAM: potentiates human M1 receptor response to acetylcholine | 360,000 compounds, 0.088% hits | activation, % at 3 µM | CHO-K1 hM1, Fluo-8 calcium fluorescence, ACh EC20; 0% = ACh EC20, 100% = maximal ACh | AID 588819 | P11229; in the data active = activation above about 19%, passing the limit was not always enough
Target sequence (P11229 whole entry, looked up): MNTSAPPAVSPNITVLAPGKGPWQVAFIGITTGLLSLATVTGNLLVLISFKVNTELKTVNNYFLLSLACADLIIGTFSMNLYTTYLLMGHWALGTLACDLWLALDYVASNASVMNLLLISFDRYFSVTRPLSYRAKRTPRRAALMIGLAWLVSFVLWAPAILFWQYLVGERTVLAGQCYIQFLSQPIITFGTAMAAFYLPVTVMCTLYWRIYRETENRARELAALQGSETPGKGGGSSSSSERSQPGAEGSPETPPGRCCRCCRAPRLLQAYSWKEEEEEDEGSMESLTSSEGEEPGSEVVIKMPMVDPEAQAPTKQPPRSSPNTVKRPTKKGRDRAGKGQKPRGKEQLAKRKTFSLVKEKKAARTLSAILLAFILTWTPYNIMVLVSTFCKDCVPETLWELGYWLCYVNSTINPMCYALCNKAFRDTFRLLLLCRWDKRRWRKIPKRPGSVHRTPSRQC
CRFBP-R2 agonist: agonists of human CRF-binding protein/CRF-R2 receptor complex. HEK293 CRF-R2/CRF-BP, calcium dye fluorescence (FLIPR); percent of saturating CRF peptide response. activation, % at 13.2 µM. 350,000 compounds, 0.46% hits. AID 588473;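 active = activation of at least 50%, plus an integration ratio under a set limit after plate pattern correction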;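 also: plate controls were neutral control wells without compound for no effect and CRF at EC100 for full effect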
M5 antag: antagonists of human muscarinic M5 receptor (CHRM5); CHO-hM5 cells, Fluo-8 calcium fluorescence, ACh EC80; AID 624040; inhibition, % at 3 µM; 360,000 compounds, 0.59% hits;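 active = inhibition above a per-plate cutoff, the mean of that plate's test compounds plus 3 SD, cut at about 27% in these data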;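 also: 0% = acetylcholine EC80 with DMSO and 100% = DMSO without agonist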
CHRM5 agonist: CHRM5 agonism in calcium assay; AID 624037; P08912; 360,000 compounds, 0.19% hits; CHO-K1 hM5 cells, Fluo-8 calcium fluorescence; 0% DMSO wells, 100% maximal acetylcholine response; activation, % at 3 µM;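 active = activation above the run's mean over test compounds plus 3 SD, cut at about 23% in these data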;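 also: signal is peak over basal fluorescence ratio across the kinetic read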
M4 ag: agonists of human muscarinic M4 receptor (CHRM4); 360,000 compounds, 0.14% hits; P08173; AID 624127; activation, % at 3 µM; CHO-K1 hM4/Gqi5, Fluo-8 calcium fluorescence; vehicle 0%, full acetylcholine response 100%;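 active = activation above the run mean over all test wells plus 3 SD, cut at about 32% in these data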;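 also: peak over basal fluorescence ratio per well then scaled between controls; 0% = DMSO wells and 100% = acetylcholine at EC100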
M4 antag: blocks acetylcholine activation of human M4 receptor | CHO-hM4 cells, ACh EC80, Fluo-8 calcium fluorescence | inhibition, % at 3 µM | 360,000 compounds, 0.73% hits;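 active = inhibition above its plate's cutoff, the mean inhibition of sample wells plus 3 SD, cut at about 27% in these data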;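 also: 0% = acetylcholine EC80 with DMSO and 100% = DMSO without agonist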
M5 PAM: CHRM5 positive allosteric modulation | P08912 | CHO-K1 hM5, Fluo-8 calcium, ACh EC20 PAM; 0% = ACh EC20, 100% = ACh EC100 | activation, % at 3 µM | 360,000 compounds, 0.3% hits;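 active = activation above the run cutoff, the mean activation of all test compounds plus 3 SD, cut at about 18% in these data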
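Assay system – human M5 receptor in CHO-K1 cells · Read-out – % activation, ACh-normalized · Technique – Fluo-8 calcium fluorescence · Dosing – single-point, 3 µM nominal · Incubation – Fluo-8 loading 80 min at 37 °C plus 30 min room temperature · Repeats – singlicate, one well per test compound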
CHRM1 antagonist: antagonists of human M1 muscarinic receptor | P11229 | CHO-K1 hM1, Fluo-8 calcium fluorescence, ACh EC80 antagonist | inhibition, % at 3 µM | 360,000 compounds, 1.3% hits | AID 588852;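 active = percent inhibition above its own plate's cutoff, namely the mean of that plate's compound wells plus 3 SD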;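 also: peak over basal fluorescence ratio during 140 s after agonist addition; 0% = ACh EC80 plus DMSO and 100% = DMSO alone without agonist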
The depositor's hits bear a star; · = no result given.

| molecule | CHRM4 PAM | M1 PAM | CRFBP-R2 agonist | M5 antag | CHRM5 agonist | M4 ag | M4 antag | M5 PAM | CHRM1 antagonist |
| --- | --- | --- | --- | --- | --- | --- | --- | --- | --- |
| COC(=O)c1ccc(C(C(=O)NC2CCCCC2)N(CCc2ccccc2)C(=O)Cc2cccs2)cc1 (stereo unspecified) | 3 | 4 | -2.9 | -4 | 0 | 1 | 1 | 7 | -2 |
| Cc1ccc(N(CC(=O)N2CCc3ccccc3C2)S(C)(=O)=O)cc1 | 3 | 14 | -1.9 | 4 | -4 | 2 | -1 | 2 | -20 |
| CCOC(=O)CC1C(=O)NCCN1S(=O)(=O)c1ccccc1Cl (stereo unspecified) | -2 | 6 | -0.4 | 0 | -1 | 0 | 8 | 3 | -3 |
| CC(C)NC(=O)c1csc(COCCO)n1 | 3 | 8 | · | 6 | 1 | 0 | 2 | -3 | -9 |
| Cc1cc(C(=O)NNC(=O)C(CCC(N)=O)NS(=O)(=O)c2ccc(Cl)cc2)c(C)o1 (stereo unspecified) | 6 | 4 | -0.4 | 4 | 4 | 0 | -2 | 11 | -1 |
| CCOc1cc(/C=N/NC(=O)Nc2ccccc2)ccc1O | 4 | -3 | -3.8 | -3 | -6 | 1 | -18 | -8 | -4 |
| CC1Cc2ccccc2N1C(=O)C(C)n1cc(C(F)(F)F)cc(Cl)c1=O (stereo unspecified) | 7 | 0 | -1.1 | -6 | 1 | 0 | -7 | 9 | 5 |
| O=S(=O)(c1ccc2[nH]ccc2c1)N1CCCCCC1 | -9 | 1 | 0.0 | 2 | -2 | 0 | -4 | 8 | -1 |
| COc1cc(Cl)c(C)cc1NC(=O)COC(=O)C(NS(=O)(=O)c1ccc(Cl)cc1)C(C)O (stereo unspecified) | -9 | 6 | -1.2 | 2 | 2 | 10 | 7 | -1 | -3 |
| CC(C)CNS(=O)(=O)c1ccc2c(c1)OCCO2 | 5 | 1 | 0.2 | 6 | -5 | 0 | -8 | 4 | -2 |
| O=C(O)CCC1(CCC(=O)O)CCCC(CCC(=O)O)(CCC(=O)O)C1=O | 3 | 7 | -2.3 | 15 | -1 | 0 | -1 | -4 | -17 |
| O=C(O)C1=C[C@H](C2CC2)C[C@H](OCc2ccc(CO)cc2)O1 | 6 | 10 | -1.1 | 7 | 3 | 2 | -7 | 9 | -12 |
| CCc1ccc(OC(C)C(=O)N(Cc2ccccc2)C2CCS(=O)(=O)C2)cc1 (stereo unspecified) | -2 | 12 | -1.1 | 0 | -3 | -1 | 0 | 4 | -8 |
| COc1cccc(C2NC(=O)NC(O)(C(F)(F)F)C2C(=O)c2cccnc2)c1OC (stereo unspecified) | 0 | 11 | 0.2 | -3 | -1 | 0 | 9 | 5 | -6 |
| CSCCC(C(=O)NCc1ccccc1)n1c(-c2ccc3c(c2)CCO3)nc2ccccc21 (stereo unspecified) | -4 | · | · | 11 | -4 | 5 | 1 | -3 | · |
| Clc1cc(NCc2cccs2)ccc1N1CCOCC1 | 2 | 4 | -3.0 | -4 | -11 | 2 | -8 | 14 | -7 |
| Cc1nc2ccccc2n1CC(=O)NC1CCCC1 | -3 | -3 | 0.2 | 1 | -9 | 2 | 4 | -8 | 6 |
| CC/C(=N/NC(=O)c1ccc(Br)o1)c1ccc(Cl)cc1 | -3 | 1 | -0.8 | 2 | -4 | 1 | 6 | -4 | 3 |
| O=S(=O)(c1ccc2c(c1)N(Cc1ccc(Cl)cc1)C1CCCN21)N1CCOCC1 (stereo unspecified) | 7 | -20 | 2.8 | -3 | -6 | 1 | -1 | 2 | 5 |
| O=C(c1cnn2ccccc12)N(Cc1ccco1)C1CCCC1 | -9 | -24 | -0.8 | -1 | -4 | 2 | 2 | -7 | 25 |
| CC(O)CNCCNCc1c(OCc2ccccc2)ccc2ccccc12 (stereo unspecified) | 5 | 4 | 4.5 | -5 | -2 | 9 | -10 | 1 | -5 |
| CCCCCCn1c(=O)n2n(c1=O)[C@@H]1CN(S(=O)(=O)c3ccc(C)cc3)C[C@]1(O)[C@@H](OC(=O)NC1CCCC1)C2 | 3 | 12 | 3.4 | -9 | -2 | 1 | -22 | 0 | -8 |
| Cc1ccc(NNC(=O)c2cc(C)on2)c(C)c1 | -3 | 7 | 1.5 | 11 | -1 | 0 | -2 | -4 | -4 |
| COc1ccc(OCCN(C)Cc2c(O)ccc3ccccc23)cc1 | -3 | 10 | 0.5 | 8 | -1 | -1 | 5 | -1 | -11 |
| CCn1c(SCC(=O)Nc2ccc(C)cc2)nc2nc3c(cc2c1=O)COC(C)(C)C3 | 2 | 14 | -5.6 | 5 | 2 | 1 | -10 | -4 | -7 |
| O=C(Nc1cccc(S(=O)(=O)N2CCCC2)c1)[C@@H]1O[C@H](CO)[C@@H](O)[C@H]1O | 9 | 11 | · | -3 | 0 | 1 | -5 | 1 | -11 |
| CCC(=O)c1c[nH]c(C(=O)NCc2cccc(C(F)(F)F)c2)c1 | -4 | 1 | -1.6 | 7 | -1 | 2 | -18 | -6 | -1 |
| CCOC(=O)c1c(NC(=O)C2CC2)sc(C)c1CC | 11 | 7 | -0.3 | 2 | -1 | 0 | -5 | 3 | -10 |
| N#Cc1c(NC(NC(=O)c2ccco2)C(=O)c2ccccc2)sc2c1CCCC2 (stereo unspecified) | 11 | 8 | -0.3 | 3 | -3 | -2 | -9 | 2 | -1 |
| Cn1c(SCc2nc(-c3ccccc3)no2)nnc1-c1ccco1 | -1 | 11 | -0.5 | 3 | -2 | 1 | 1 | -1 | -25 |
| CN1C(=O)/C(=C2\SC(=S)N(C(CCC(=O)O)C(=O)O)C2=O)c2ccccc21 (stereo unspecified) | 2 | 2 | 0.1 | 0 | -5 | 1 | -25 | -1 | -21 |
| CCOc1cc(Br)ccc1S(=O)(=O)NCc1ccccc1 | 7 | -1 | -5.1 | 5 | 0 | 4 | -1 | -6 | 0 |
| CC1(c2ccccc2Br)NC(=O)N(CC(=O)NC2CCCCC2)C1=O (stereo unspecified) | 11 | 6 | 0.2 | -3 | 2 | 1 | -8 | 3 | -3 |
| Cc1ccc(-c2nc3cc(N)ccc3o2)cc1Br | -2 | 13 | 0.6 | -11 | 6 | 0 | -1 | 2 | -23 |
| CCOCc1nnc(NC(=O)CCS(=O)(=O)Cc2ccccc2)s1 | -2 | 3 | -0.7 | -13 | 0 | 1 | 7 | 4 | -7 |
| COc1ccc(CCC(=O)Nc2ncc(C)s2)cc1OC | -7 | -5 | 19 | 10 | -1 | 1 | 10 | -4 | 6 |
| COc1ccc2nc(NC(=O)CSc3nc(C)cc(C)n3)sc2c1 | 0 | 1 | 0.4 | 6 | 1 | 5 | -4 | -14 | -4 |
| O=C(Nc1ccc(CSc2ccccc2)cc1)c1ccccc1 | 1 | 1 | -0.3 | -10 | -1 | 1 | 0 | 6 | -1 |
| CCCCN(CCCC)C(=O)c1ccccc1NC(=O)CN1C(=O)c2ccccc2C1=O | 9 | 8 | 0.4 | -1 | -4 | -2 | 11 | 3 | -11 |
| CCN(CC)S(=O)(=O)c1ccc(N2CCN(CCOc3ccc(OC)cc3)CC2)nc1 | -10 | -10 | 1.8 | 14 | -1 | 14 | 2 | -7 | 6 |
| CCn1nnc(NC(=O)c2ccccc2Br)n1 | 1 | 3 | -3.4 | -7 | 1 | 2 | 13 | 0 | -2 |
| COc1ccc(C(CNC(=O)C2CC(=O)N(Cc3ccccc3)C2)N2CCCC2)cc1 (stereo unspecified) | 1 | 2 | 0.7 | 4 | 0 | 0 | -5 | 1 | 0 |
| COc1ccc(/C=N/NS(=O)(=O)c2ccccc2)cc1OS(=O)(=O)c1ccc(C)cc1 | -6 | 10 | 0.6 | -2 | -1 | 5 | 1 | -9 | -36 |
| Cc1ccc(C)c(NC(=O)CN(C)C(=O)c2cccc(S(=O)(=O)N3CCCC3)c2)c1 | 2 | 8 | 1.0 | -4 | -4 | 1 | 4 | -2 | 0 |
| CCC(=O)n1nc(-c2cccnc2)nc1NCc1ccccc1 | -6 | 7 | -1.6 | 4 | 2 | 0 | 5 | 1 | -5 |
| Cc1ccc(NC(=O)CN(C)C(=O)CN2C(=O)NC(C)(c3ccccc3)C2=O)cc1 (stereo unspecified) | 7 | -6 | -1.6 | 3 | -3 | 0 | 6 | 3 | 7 |
| COCCSc1ccccc1C(=O)Nc1nnc(COC)s1 | -3 | 9 | 0.1 | -2 | 2 | 1 | 6 | 1 | -6 |
| CCN(CC)c1ccc(NC(=O)COC(=O)c2ccc3ccccc3n2)cc1 | 4 | 1 | 0.1 | -8 | -7 | 4 | -21 | 7 | 3 |

Another view of some results above:
Values run as follows: CHRM4 PAM | M1 PAM | CRFBP-R2 agonist | M5 antag | CHRM5 agonist | M4 ag | M4 antag | M5 PAM | CHRM1 antagonist
> O=C(Nc1ccc(CSc2ccccc2)cc1)c1ccccc1
 : 1 | 1 | -0.3 | -10 | -1 | 1 | 0 | 6 | -1
> Cc1ccc(NC(=O)CN(C)C(=O)CN2C(=O)NC(C)(c3ccccc3)C2=O)cc1 (stereo unspecified)
 : 7 | -6 | -1.6 | 3 | -3 | 0 | 6 | 3 | 7

Single values from the list.
In M5 PAM, CC/C(=N/NC(=O)c1ccc(Br)o1)c1ccc(Cl)cc1 has -4
In CRFBP-R2 agonist, Cn1c(SCc2nc(-c3ccccc3)no2)nnc1-c1ccco1 has -0.5
In M1 PAM, CCc1ccc(OC(C)C(=O)N(Cc2ccccc2)C2CCS(=O)(=O)C2)cc1 (stereo unspecified) has 12
In M1 PAM, COc1ccc(C(CNC(=O)C2CC(=O)N(Cc3ccccc3)C2)N2CCCC2)cc1 (stereo unspecified) has 2

Next records.
| molecule | CHRM4 PAM | M1 PAM | CRFBP-R2 agonist | M5 antag | CHRM5 agonist | M4 ag | M4 antag | M5 PAM | CHRM1 antagonist |
| --- | --- | --- | --- | --- | --- | --- | --- | --- | --- |
| CCOC(=O)c1[nH]c2ccc(OCC)cc2c1CCCN1C(=O)c2ccccc2C1=O | 8 | 0 | 3.0 | -1 | -5 | 1 | -12 | -2 | 0 |
| Cn1c(SCC(=O)NNC(=O)Cc2ccccc2)nnc1-c1ccc(Cl)cc1 | -3 | 4 | 2.3 | 10 | -1 | -1 | 6 | -5 | -5 |
| CCCC(=O)Nc1ccc2oc(-c3ccncc3)nc2c1 | 0 | -8 | -0.1 | -1 | 0 | 0 | -2 | 2 | 6 |
| C=Cn1cc[n+](CC(=O)c2ccc(C)cc2)c1 | -4 | 7 | 0.1 | -4 | -2 | 0 | 3 | 4 | -5 |
| Cc1ccccc1C(=O)N1CCN(c2ccc(NC(=O)c3ccc4c(c3)OCO4)cc2)CC1 | -16 | -7 | -1.3 | 11 | 5 | 24 | 3 | -15 | 1 |
| Cc1oc(-c2cccs2)nc1CS(=O)CC(=O)NCCc1ccccc1 (stereo unspecified) | -1 | 1 | -0.7 | 5 | 0 | 0 | -1 | -3 | 2 |
| O=C(c1cc2ccccc2oc1=O)N(Cc1ccc2c(c1)OCO2)Cc1ccco1 | -20 | -5 | -1.2 | 10 | 0 | 10 | 8 | -12 | 15 |
| O=Cc1ccc(Oc2ncccn2)cc1 | -4 | 9 | -1.2 | 11 | 0 | 0 | -3 | 2 | -7 |
| COc1ccc(NC(=O)CC2SC(N3CCCC3)=NC2=O)cc1Cl (stereo unspecified) | 3 | 6 | -2.0 | -6 | 8 | 1 | 9 | 1 | -6 |
| O=C1C=C(N2CCOCC2)CO1 | 6 | 11 | -0.9 | 16 | 2 | 1 | -2 | -1 | -6 |
| CN1C2C=C3C(C#N)=C(N)C(C#N)(C#N)[C@@H](c4cccs4)C3C1CC2 (stereo partly specified) | 2 | 2 | -2.0 | 0 | -7 | 0 | 2 | -10 | -16 |
